Screens (PubChem BioAssay)
CRFR2-BP antag – antagonists of CRF-binding protein/CRF-R2 receptor complex; HEK293 CRF-R2/CRF-BP, CRF-induced calcium fluorescence; inhibition, % at 11.8 µM; 350,000 compounds, 0.59% hits; AID 588475;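 active = inhibition of the ligand-induced calcium signal above about 50% at the single tested concentration, limit read from the data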
UBC9 SUMO inh – blocks human SUMOylation mediated by UBC9; P63279; 290,000 compounds, 0.36% hits; HTRF SUMOylation assay, SAE1/SAE2 + UBC9, in vitro; inhibition, % at 35 µM; in the data active = inhibition above about 50%, passing the limit was not always enough; note: strong numbers were not always called active
Target sequence (P63279 whole entry, looked up): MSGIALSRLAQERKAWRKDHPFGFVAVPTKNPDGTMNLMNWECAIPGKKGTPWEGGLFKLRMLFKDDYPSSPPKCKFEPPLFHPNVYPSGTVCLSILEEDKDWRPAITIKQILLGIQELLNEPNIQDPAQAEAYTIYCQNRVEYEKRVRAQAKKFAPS
HCV NS3 hel inh – blocks Hepatitis C virus NS3 helicase unwinding | 290,000 compounds, 0.56% hits | inhibition, % at 10.9 µM | AID 1800 | NS3 helicase DNA unwinding, Cy5 molecular beacon fluorescence;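 active = inhibition above the mean of all tested compounds plus 3 SD, set per campaign, cut at about 35% in these data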;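 note: 0% = DMSO wells and 100% = thioflavine S control wells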
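Assay system – hepatitis C virus NS3 helicase domain fragment enzyme · Buffer or medium – MOPS pH 6.5, MgCl2, DTT, Tween20, BSA · Reagent – Cy5/quencher beacon DNA duplex and ATP to start · Compound – single 10.9 µM dose · Timing – 1 h at 25 °C · Technique – Cy5 beacon fluorescence read at start and 1 h · Measure – % inhibition of unwinding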
MEKK3 PB1 HTS – raises or lowers MEK5 binding to the human MEKK3 PB1 domain; Q99759; bead-based flow cytometry, Alexa488-MEK5 binding to MEKK3; actives lie on both sides; 0 = blocked by unlabeled MEK5, 100 = vehicle; binding response (% of control), % at 10 µM; 290,000 compounds, 1.4% hits; AID 1529;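 active = binding response more than 3 SD above or below the average of its plate-row segment, actives on both sides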;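 note: Alexa488 bead fluorescence after subtracting the streptavidin-only scavenger bead signal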
Target sequence (Q99759 whole entry, looked up, the tested form may be a part): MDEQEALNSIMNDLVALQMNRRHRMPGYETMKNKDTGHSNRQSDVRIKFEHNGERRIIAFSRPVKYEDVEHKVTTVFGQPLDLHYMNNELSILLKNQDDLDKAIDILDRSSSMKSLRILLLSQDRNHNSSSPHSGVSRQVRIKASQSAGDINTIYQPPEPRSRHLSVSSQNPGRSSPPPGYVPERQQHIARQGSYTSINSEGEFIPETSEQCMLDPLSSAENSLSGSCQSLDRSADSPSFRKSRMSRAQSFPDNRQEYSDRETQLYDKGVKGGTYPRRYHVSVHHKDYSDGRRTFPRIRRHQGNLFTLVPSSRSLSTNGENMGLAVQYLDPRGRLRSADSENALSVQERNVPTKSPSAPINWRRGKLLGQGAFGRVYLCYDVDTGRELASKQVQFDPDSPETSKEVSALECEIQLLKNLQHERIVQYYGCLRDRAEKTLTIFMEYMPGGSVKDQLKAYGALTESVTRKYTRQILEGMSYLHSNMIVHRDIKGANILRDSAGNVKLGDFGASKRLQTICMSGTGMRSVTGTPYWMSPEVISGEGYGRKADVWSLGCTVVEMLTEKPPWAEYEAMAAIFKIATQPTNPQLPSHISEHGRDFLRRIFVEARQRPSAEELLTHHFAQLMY
MEKK2mut PB1 HTS – signal of MEK5 binding to mutant human MEKK2 PB1 domain. bead flow cytometry, Alexa488-MEK5 binding to MEKK2 mutant. percent response, % at 10 µM. 290,000 compounds, 0.35% hits. AID 1530; in the data active = percent response above about 24%, passing the limit was not always enough; note: inactives centre near 1; some results filed as inactive read as strong as hits; reference of the scale not given here
MEKK2wt PB1 HTS – raises or lowers MEK5 binding to wildtype human MEKK2 PB1 domain | Q9Y2U5 | bead flow cytometry, Alexa488-MEK5 binding to MEKK2 WT; actives lie on both sides | binding response (% of control), % at 10 µM | 290,000 compounds, 1.1% hits | AID 1531; in the data active = binding response below about 67% or above about 130%
GalR3 antagonist – blocks the human galanin receptor 3; HEK293 GalR3-CNG cAMP membrane potential fluorescence; galR3 body fused to GalR1 C-terminus; inhibition, % at 3 µM; 360,000 compounds, 0.44% hits;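 active = inhibition above the screen-wide average plus 3 SD, cut at about 13% in these data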;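 note: forskolin and galanin both at EC90 stimulate the cells; cAMP rise reported by CNG channel membrane potential dye signal; 0% = forskolin plus galanin with DMSO and 100% = forskolin alone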
Target sequence (O60755 1-299 limits assumed): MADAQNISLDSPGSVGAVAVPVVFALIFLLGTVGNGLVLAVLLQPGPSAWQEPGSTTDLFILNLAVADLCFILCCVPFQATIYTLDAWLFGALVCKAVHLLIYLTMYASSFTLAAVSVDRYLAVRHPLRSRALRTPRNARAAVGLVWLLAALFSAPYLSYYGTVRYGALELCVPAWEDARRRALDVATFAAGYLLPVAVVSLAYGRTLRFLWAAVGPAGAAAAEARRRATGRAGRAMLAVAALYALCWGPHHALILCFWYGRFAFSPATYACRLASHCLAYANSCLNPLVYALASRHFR
CRFR2-BP ag – CRF-BP/CRF-R2 complex agonism; 350,000 compounds, 0.46% hits; activation, % at 13.2 µM; HEK293 CRF-R2/CRF-BP, calcium dye fluorescence (FLIPR); percent of saturating CRF peptide response;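 active = activation of at least 50%, plus an integration ratio under a set limit after plate pattern correction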;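 note: plate controls were neutral control wells without compound for no effect and CRF at EC100 for full effect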
DNA FID counter – counter-screen for HCV NS3 helicase inhibitors: DNA intercalator displacement. DNA fluorescent intercalator displacement, fluorescence. inhibition, % at 7.9 µM. 290,000 compounds, 0.17% hits. AID 1845; in the data active = inhibition above about 37%;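 note: 0% = vehicle and 100% = reference compound; higher means more ethidium bromide displaced from hairpin DNA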
* marks the source's active call; other numbers are inactive results; . = no result given; & = joins results of further samples.

SMILES | CRFR2-BP antag | UBC9 SUMO inh | HCV NS3 hel inh | MEKK3 PB1 HTS | MEKK2mut PB1 HTS | MEKK2wt PB1 HTS | GalR3 antagonist | CRFR2-BP ag | DNA FID counter
COc1ccccc1CCN=C(N)NS(=O)(=O)c1ccccc1F | -16 | 7 | 0 | 103 | 7 | 104 | 1 | -4.6 | -19
CCOC(=O)C1=C(C)Nc2ncnn2C1c1ccc(N(C)C)cc1 (centres undefined) | 2&-10 | 22 | 4 | 107 | 4 | 95 | -3&-8 | -0.4&-1.1 | -10
CCN1C(=O)C2(/C(=C(\O)c3ccc4c(c3)OCCO4)C(=O)C(=O)N2CCCOC)c2ccccc21 (centres undefined) | -2 | -18 | 0 | 97 | 1 | 98 | 1 | -0.9 | -39
O=C(O)c1cc(S(=O)(=O)N2CCN(C(=O)c3ccco3)CC2)c(Cl)cc1Cl | 6 | 6 | 22 | 100 | -5 | 98 | 2 | -1.2 | -17
O=C(OCc1nc2ccccc2[nH]1)C1CCCCC1 | -5 | 8 | 0 | 99 | -3 | 99 | -6 | 0.4 | -7
O=S(=O)(NCc1ccco1)N1CCCCCC1 | 5 | -6 | 11 | 94 | -3 | 100 | -2 | -0.6 | 0
Cc1cccc(C)c1-n1c(C)cc(/C=N\NC(=O)CC(=O)NC2CCCCC2)c1C | -12 | -6 | 5 | 107 | 15 | 100 | 1 | -1.1 | -25
Cc1[nH]n(C(N)=S)c(=O)c1C(c1ccccc1)C(C#N)C#N (centres undefined) | -9 | -6 | 4 | 101 | 3 | 104 | -4 | 0.0 | 1
CN(CCN1CCc2ccccc2C1)Cc1nc(-c2ccc3c(c2)OCO3)no1 | -4 | 7 | -8 | 102 | 12 | 115 | -2 | -0.7 | 4
CC(C)OC(=O)c1nnc(-c2ccccc2)nc1OC(C)C | -13 | -12 | 3 | 101 | 3 | 99 | -2 | 0.2 | -15
Cc1ccc(C)c2c1[nH]c1ccc([N+](=O)[O-])cc12 | 8 | -10 | 0 | 113 | 7 | 108 | -7 | -0.4 | 22
COc1ccc(NC(=S)N2CCN(Cc3ccco3)CC2)c(OC)c1 | 1 | 2 | -5 | 90 | -4 | 94 | -4 | -0.9 | -2
COc1ccc(N(CC(=O)N2CCc3ccccc32)S(=O)(=O)c2c(C)noc2C)cc1 | -11 | 8 | 3 | 84 | -12 | 83 | -4 | 0.2 | 7
Cc1ccc(CN2C(=O)N/C(=C/c3ccc4c(c3)n(C)c(=O)n4C)C2=O)cc1 | . | 18 | 11 | 103 | -9 | 92 | . | . | -19
COc1ccc(C(C)=O)cc1CN1C(=O)NC(c2ccccc2)(c2ccccc2)C1=O | -17 | 24 | -7 | 100 | 4 | 97 | -6 | 2.9 | -31
COc1cc(/C=C2\NC(=S)NC2=O)ccc1OCc1cccc(C(=O)O)c1 | -5 | 4 | 17 | 100 | 4 | 96 | -6 | 1.8 | -25
CC(C)Cn1c(N)c(S(=O)(=O)c2cccs2)c2nc3ccccc3nc21 | -15 | 7 | -9 | 105 | 6 | 101 | -2 | 0.2 | -11
O=C(CSc1nnc(-c2ccccc2O)o1)N1CCc2ccccc2C1 | -8 | 18 | -4 | 104 | 2 | 106 | -5 | -0.3 | -9
CNS(=O)(=O)c1cc(NC(=O)CCCNC(=O)c2ccc(Cl)cc2)ccc1C | 4 | 1 | -1 | 99 | 1 | 97 | -8 | 0.5 | -16
CC(=O)N1CCOCCOCCOCC1 | -6 | 18 | 3 | 97 | -2 | 100 | 4 | -0.2 | 3
COc1ccc(N(CC(=O)NC2CC3CCC2C3)S(=O)(=O)c2ccc(C)cc2)cc1 (centres undefined) | -24 | 6 | -17 | 105 | 8 | 111 | -2 | -8.0 | -39
c1ccc(N2CC3CCc4ccccc4C3=N2)cc1 (centres undefined) | -8 | 30 | -3 | 88 | -25 | 90 | 0 | -1.0 | -4
Cc1nc(Sc2nnnn2C)c2c3c(sc2n1)CCC3 | -3 | 12 | -4 | 98 | 0 | 100 | -2 | -0.7 | -3
CC(=O)N1c2ccccc2NC2=C(C(=O)CCC2)C1c1ccc(F)cc1 (centres undefined) | 10 | 30 | 5 | 98 | 0 | 100 | -5 | -2.1 | -3
COc1cc2c(cc1OC)CN(C(=O)c1ccc(-c3ccccc3)cc1)CC2 | 5 | -16 | -19 | 101 | -2 | 100 | -5 | 1.2 | -39
The results go on.
SMILES | CRFR2-BP antag | UBC9 SUMO inh | HCV NS3 hel inh | MEKK3 PB1 HTS | MEKK2mut PB1 HTS | MEKK2wt PB1 HTS | GalR3 antagonist | CRFR2-BP ag | DNA FID counter
CCOc1ccc(NC(=O)N(Cc2ccc(C)cc2)Cc2ccccn2)cc1 | -17 | 10 | -12 | 106 | 4 | 108 | -8 | -0.6 | -29
Nc1c(Br)cc(Br)cc1CNC1CCC(O)CC1 (centres undefined) | 6&25 | -10 | -18 | 102 | 5 | 108 | -2&-3 | -1.2&-0.9 | 4
CS(=O)(=O)c1ccc(C(=O)NC(Cc2ccccc2)c2ccccc2)cc1 (centres undefined) | 1 | -3 | -4 | 105 | 10 | 102 | -10 | -1.9 | -25
NC(=O)C1CCN(CC(=O)Nc2ccccc2Sc2ccccc2)CC1 | 19 | 19 | 2 | 110 | 1 | 101 | -1 | -1.3 | -9
Cc1ccc(S(=O)(=O)NCCc2ccncc2)cc1[N+](=O)[O-] | 4 | 21 | 5 | 97 | 6 | 101 | -10 | 0.1 | -2
CC1(C)CC(OC(=O)c2ccccc2)CC(C)(C)N1 | 4 | 12 | 5 | 103 | 4 | 104 | -7 | -0.9 | 0
COc1ccc(NC(=O)CCCN2C(=O)C3CC=CCC3C2=O)cc1 (centres undefined) | 6 | 16 | -1 | 96 | 3 | 104 | -2 | 0.2 | -11
CCOC(=O)CN1CCc2c(C)nc3c(-c4ccc(OC)c(OC)c4)cnn3c21 | 15 | 1 | 0 | 107 | 3 | 104 | -3 | -1.7 | 0
O=C(O)c1nn(Cc2ncc(-c3cccc(Cl)c3)o2)c(=O)c2ccccc12 | -15 | 6 | 30 | 98 | 0 | 92 | -1 | -0.1 | -28
CC1=CC(C)(C)N(C(=O)CN2C(=O)CCC2=O)c2ccc(C)cc21 | -7 | -8 | 2 | 102 | -3 | 101 | -4 | 3.4 | -15
O=C(CCNS(=O)(=O)c1cccc2nonc12)NCc1cccs1 | -9 | -13 | -4 | 112 | 4 | 112 | -4 | 0.3 | 2
S=C(NCc1ccccc1)NCc1ccc(Cl)cc1 | 14 | -16 | -7 | 102 | -1 | 103 | -2 | 0.5 | -9
COc1ccccc1C(=O)NCCN1CCN(c2ccccc2)CC1 | 15 | 1 | -5 | 102 | 4 | 105 | -2 | -4.8 | -7
O=C1NC(c2cccnc2)C(C(=O)c2cccs2)C(O)(C(F)(F)F)N1 (centres undefined) | 18 | -2 | 0 | 96 | 0 | 101 | -4 | -2.3 | 1
Cc1cccc(-c2noc(-c3cc4ccccc4oc3=O)n2)c1 | 9 | 23 | -13 | 99 | 7 | 96 | 0 | -0.1 | 2
N#Cc1c(Sc2ncc(C(F)(F)F)cc2Cl)nsc1C/C=N\OCc1ccccc1Br | 0 | -5 | 8 | 103 | -9 | 93 | -4 | 2.4 | 0
Cc1ccc(CNS(=O)(=O)c2ccc([N+](=O)[O-])cc2)cc1 | 18 | 4 | 4 | 102 | 6 | 105 | 5 | -0.3 | 1
O=C(NCCCN1CCOCC1)C(=O)N/N=C/c1c2ccccc2cc2ccccc12 | -24 | -25 | -15 | 103 | -2 | 100 | 3 | 2.4 | 10
CC1=C([N+](=O)[O-])C(c2ccc(Cl)cc2)NC(=O)N1C (centres undefined) | 5 | -5 | 1 | 99 | 2 | 98 | -8 | -0.4 | -2
COc1ccc(C[C@H]2c3cc(O)c(OC)cc3CC[N+]2(C)[O-])cc1O (some centres undefined) | -9 | 20 | . | 97 | 1 | 99 | -5 | -0.2 | .
CC1=C(/C=N/Nc2ccc([N+](=O)[O-])cc2[N+](=O)[O-])C(C)(C)CCC1 | -45 | -4 | 2 | 98 | -1 | 98 | -10 | 1.7 | 1
Cc1cc(-c2nnc(SCC(=O)Nc3ccc(Br)cc3F)n2N)n[nH]1 | -9 | 12 | 2 | 108 | 7 | 115 | -1 | -0.5 | -22
CC1C(=O)O[C@@H]2C[C@@H](C)[C@@H]3CCC(=O)[C@@]3(C)[C@@H](O)[C@H]12 (some centres undefined) | -3 | -5 | . | 85 | -5 | 101 | -2 | -1.4 | .
Cc1cccc(NC(=O)[C@H](Cc2c[nH]c3ccccc23)NC(=O)[C@@H]2Cc3ccccc3CN2)c1 | 2 | 2 | -129 | 102 | 6 | 112 | -6 | -1.1 | 8
CC(C)c1ccc(N2C(=NC(=O)C3CC3)SC3CS(=O)(=O)CC32)cc1 (centres undefined) | -4 | 0 | 2 | 103 | 9 | 106 | -9 | -0.6 | -10
(more compounds)
SMILES | CRFR2-BP antag | UBC9 SUMO inh | HCV NS3 hel inh | MEKK3 PB1 HTS | MEKK2mut PB1 HTS | MEKK2wt PB1 HTS | GalR3 antagonist | CRFR2-BP ag | DNA FID counter
Cc1cc2nn(-c3ccccc3)nc2cc1NC(=O)c1cccs1 | 21 | 6 | 9 | 96 | -12 | 88 | -2 | -0.8 | -1
Cc1ccc(NC(=O)CCn2nc([N+](=O)[O-])cc2C)nc1 | 8 | 19 | -28 | 103 | 1 | 104 | -2 | -2.4 | -9
Cc1ccc(O)c(-c2cc(-c3cccc(Br)c3)n[nH]2)c1 | 3 | 0 | -2 | 102 | -5 | 104 | -5 | 0.0 | 5
CCCCCCC1C(C#N)=C(N)OC2=C1C(=O)CC(C)(C)C2 (centres undefined) | -1 | -30 | 9 | 102 | -2 | 103 | 1 | -0.7 | -13
COc1ccc(S(=O)(=O)N2CCCCC2)cc1NC(=O)Cc1c[nH]c2ccccc12 | 13 | -14 | 0 | 101 | 3 | 97 | -11 | 1.9 | -19
CCOc1ccc(N2C(=O)CC(N(CCc3ccc(OC)cc3)C(=O)c3cccc(F)c3)C2=O)cc1 (centres undefined) | 22 | -18 | 3 | 121 | 0 | 102 | -2 | -1.0 | -27
Cc1cc(C)nc(SCC(=O)Nc2ccc(S(=O)(=O)Nc3ncccn3)cc2)n1 | 26 | 2 | 2 | 102 | -3 | 96 | 5 | 0.7 | -1
Cc1c(Cl)cccc1NC(CC(=O)c1ccccc1)C(=O)O (centres undefined) | 32 | 0 | 15 | 104 | -1 | 100 | -1 | -0.9 | -3

Reformatted with two lines to a compound: entries from further up
The line under a structure holds: CRFR2-BP antag	UBC9 SUMO inh	HCV NS3 hel inh	MEKK3 PB1 HTS	MEKK2mut PB1 HTS	MEKK2wt PB1 HTS	GalR3 antagonist	CRFR2-BP ag	DNA FID counter
Cc1cc(C)nc(SCC(=O)Nc2ccc(S(=O)(=O)Nc3ncccn3)cc2)n1
  26	2	2	102	-3	96	5	0.7	-1
CCOc1ccc(N2C(=O)CC(N(CCc3ccc(OC)cc3)C(=O)c3cccc(F)c3)C2=O)cc1 (centres undefined)
  22	-18	3	121	0	102	-2	-1.0	-27
Cc1ccc(NC(=O)CCn2nc([N+](=O)[O-])cc2C)nc1
  8	19	-28	103	1	104	-2	-2.4	-9
COc1ccc(S(=O)(=O)N2CCCCC2)cc1NC(=O)Cc1c[nH]c2ccccc12
  13	-14	0	101	3	97	-11	1.9	-19
Cc1ccc(O)c(-c2cc(-c3cccc(Br)c3)n[nH]2)c1
  3	0	-2	102	-5	104	-5	0.0	5

An excerpt. The share of hits here may be higher or lower than overall.
